Compound activity as filed in PubChem.
GAA glycogen mod – qHTS Assay for Inhibitors and Activators of Human alpha-Glucosidase Cleavage of Glycogen; Potency, µM (top dose mostly 76.4 µM), without a hit: top-dose activity change, negative = inhibition, actives largely listed as inhibitors; 300,000 compounds, 0.38% hits; recombinant GAA, glycogen substrate, Amplex Red glucose oxidase fluorescence; Lysosomal alpha-glucosidase (Homo sapiens), P10253; active = well fitted inhibition curve with a large enough effect; inconclusive = small, poorly fitted or top-dose-only effect, or another doubt; inactive = no such curve, though single readings can be large or run the other way;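 also: 0% = full enzyme reaction and -100% = no-enzyme basal signal; the screen sought inhibitors and activators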
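Recombinant human enzyme (4 nM); glycogen substrate; 37 C, 40 min, pH 5.0. Readout: coupled glucose oxidase/Amplex Red fluorescence.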
An asterisk follows results filed as active; & = joins results of further samples; [ ] = another dose, or the depositor's remark. Potency is read from the fitted curve at half-maximal effect. An excerpt (hit frequency here may not be typical).

Screening COc1cc(/C=C2/C(=O)NN(c3cccc(Cl)c3)C2=O)cc(Br)c1O returned GAA glycogen mod -14%[76.3 µM].
`COc1ccc(-c2oc3cccnc3c2C#CC2(O)CCCCC2)cc1` gave GAA glycogen mod 10%[76.3 µM].
For CCOCCCNC(=O)C(c1ccc(Cl)cc1)N(Cc1cccs1)C(=O)c1ccc(NC(C)=O)cc1 (stereo not given) the results were GAA glycogen mod 14%[76.3 µM].
Screening COc1ccc(C(=S)N2CCOCC2)cc1OC(=O)c1ccccc1 returned GAA glycogen mod -2%.
`CCOc1ccc(S(=O)(=O)c2cn(C)c3ccccc3c2=O)cc1` gave GAA glycogen mod 11%[76.3 µM].
Cc1ccc(S(=O)(=O)N2CC(=NN=C(N)N)C2)cc1 was read as GAA glycogen mod -2%.
c1ccc(-c2csc(NC3CCCCC3)n2)cc1 was read as GAA glycogen mod 10%.
O=C1CCN(Cc2ccc(Br)cc2)CCN1CCO was read as GAA glycogen mod 8%[76.3 µM].
`CC(C)[C@H](NC(=O)c1c(F)cccc1F)C(=O)N1CCN(c2ccc(F)cc2)CC1` gave GAA glycogen mod -4%.
For Cc1ccc(S(=O)(=O)N2CCN(C(=O)C(C)Cn3nc(C)c(C)c3C)CC2)cc1 (stereo not given) the results were GAA glycogen mod 0%.
O=C(CCCOc1ccc(Cl)cc1)NC1CCCCC1 was read as GAA glycogen mod 14%[76.3 µM].
Screening COc1ccc(CNC(=O)C(C)N2CCN(c3ccc(C(C)=O)cc3)CC2)cc1 (stereo not given) returned GAA glycogen mod -2%.
`COCCNC(=O)c1ccc(CSc2nc3ccncc3n2Cc2ccccc2)cc1` gave GAA glycogen mod 8%[76.3 µM].
`O=S(=O)(c1ccc(Br)cc1)c1nnn2c1nc(NCc1ccc3c(c1)OCO3)c1sccc12` gave GAA glycogen mod 17%[76.3 µM].
NS(=O)(=O)c1ccc(CCNC(=O)c2ccc3c(c2)OCO3)cc1 was read as GAA glycogen mod -9%[76.3 µM].
Screening O=S1(=O)NC(C2CC2c2ccccc2)CCO1 (stereo not given) returned GAA glycogen mod -2%[76.3 µM].
O=C(O)CSc1cc(NS(=O)(=O)c2ccc(Cl)cc2)c2ccccc2c1O was read as GAA glycogen mod -26%.
For O=C(Nc1ccc(NS(=O)(=O)c2ccccc2)cc1)c1ccccc1 the results were GAA glycogen mod -5%.
For COc1ccccc1C(=O)N/C(=C\c1cn(S(=O)(=O)N(C)C)c2ccccc12)C(=O)NCCN1CCOCC1 the results were GAA glycogen mod 2%[76.3 µM].
Screening COc1ccc(NC(=O)Cn2c(=O)n(Cc3ccco3)c(=O)c3oc4ccccc4c32)cc1Cl returned GAA glycogen mod -4%[76.3 µM].
For COc1ccc(OC)c(N(CC(=O)NCCc2ccc(OC)c(OC)c2)S(=O)(=O)c2ccccc2)c1 the results were GAA glycogen mod -6%.
Screening O=CN1CCN(C(=O)c2cccc([N+](=O)[O-])c2)CC1 returned GAA glycogen mod -8%[76.3 µM].
For CCOc1ccccc1NC(=O)CCCNC(=O)Cn1cnc2sc(C)c(C)c2c1=O the results were GAA glycogen mod -3%.
For CCc1cc(=O)oc2c3c(cc(OCC(=O)NCCCn4ccnc4)c12)OC(C)(C)CC3 the results were GAA glycogen mod -6%[76.3 µM].
For COC(=O)c1ccc(NS(=O)(=O)c2c(C)nc3sccn3c2=O)cc1 the results were GAA glycogen mod -1%[76.3 µM].
Screening Cc1ccc(C(=O)Nc2nc3ccccc3[nH]2)cc1 returned GAA glycogen mod 1%.
Screening CCOC(=O)c1cccc(NC(=O)c2cc3cc4cc(OC)ccc4nc3s2)c1 returned GAA glycogen mod 9%[76.3 µM].
Screening O=C(CSc1nc2ccccc2nc1N1CCCC1)Nc1ccc(Cl)cc1 returned GAA glycogen mod -2%[76.3 µM].
For CCCCOc1c(Cl)cc(C(=O)N(Cc2ccc(C)o2)C2CCS(=O)(=O)C2)cc1Cl (stereo not given) the results were GAA glycogen mod -12%[76.3 µM].
O=C(CNC(=O)c1nc[nH]c1C(=O)N1CCN(c2ccccc2)CC1)OCc1ccccc1 was read as GAA glycogen mod -8%[76.3 µM].

Grouped by structure, the entries above containing two or more sulfur atoms (3)
`O=S(=O)(c1ccc(Br)cc1)c1nnn2c1nc(NCc1ccc3c(c1)OCO3)c1sccc12` gave GAA glycogen mod 17%[76.3 µM].
O=C(O)CSc1cc(NS(=O)(=O)c2ccc(Cl)cc2)c2ccccc2c1O was read as GAA glycogen mod -26%.
For COC(=O)c1ccc(NS(=O)(=O)c2c(C)nc3sccn3c2=O)cc1 the results were GAA glycogen mod -1%[76.3 µM].

Structures from the list above containing four or more nitrogen atoms (eight):
Cc1ccc(S(=O)(=O)N2CC(=NN=C(N)N)C2)cc1 was read as GAA glycogen mod -2%.
For Cc1ccc(S(=O)(=O)N2CCN(C(=O)C(C)Cn3nc(C)c(C)c3C)CC2)cc1 (stereo not given) the results were GAA glycogen mod 0%.
`COCCNC(=O)c1ccc(CSc2nc3ccncc3n2Cc2ccccc2)cc1` gave GAA glycogen mod 8%[76.3 µM].
`O=S(=O)(c1ccc(Br)cc1)c1nnn2c1nc(NCc1ccc3c(c1)OCO3)c1sccc12` gave GAA glycogen mod 17%[76.3 µM].
For COc1ccccc1C(=O)N/C(=C\c1cn(S(=O)(=O)N(C)C)c2ccccc12)C(=O)NCCN1CCOCC1 the results were GAA glycogen mod 2%[76.3 µM].
For CCOc1ccccc1NC(=O)CCCNC(=O)Cn1cnc2sc(C)c(C)c2c1=O the results were GAA glycogen mod -3%.
Screening O=C(CSc1nc2ccccc2nc1N1CCCC1)Nc1ccc(Cl)cc1 returned GAA glycogen mod -2%[76.3 µM].
O=C(CNC(=O)c1nc[nH]c1C(=O)N1CCN(c2ccccc2)CC1)OCc1ccccc1 was read as GAA glycogen mod -8%[76.3 µM].

New compounds follow
For CCc1ccc(CN2CCN(C(=O)c3ccco3)CC2)cc1 the results were GAA glycogen mod 1%.
`COc1cccc(NC(=O)c2cccc3c(=O)c4c([nH]c23)CCCC4)c1` gave GAA glycogen mod 3%[76.3 µM].
CCCN(CCC)C(=O)c1cc2c(=O)n3cccc(C)c3nc2s1 was read as GAA glycogen mod -1%.
`CN(Cc1ccc(Cl)cc1Cl)C(=O)CNC(=O)c1ccco1` gave GAA glycogen mod -4%[76.3 µM].
`O=C(COC(=O)c1ccc(NC(=O)C2CC=CCC2C(=O)O)cc1)c1ccccc1` (stereo not given) gave GAA glycogen mod 8%.
COCCNc1cc(N2CCN(C3CCCCC3)CC2)c2noc3c2c1C(=O)c1ccccc1-3 was read as GAA glycogen mod 10%[76.3 µM].
Screening COc1cc(/C=C/C(=O)OCN2C(=O)c3ccccc3C2=O)ccc1OC(F)F returned GAA glycogen mod -1%[76.3 µM].
`CC1(C)CC(=O)c2cc(-c3nc(-c4ccc(Cl)cc4)cs3)c(=O)n(-c3cccc(F)c3)c2C1` gave GAA glycogen mod -6%[76.3 µM].
Screening Cc1cc(C(F)F)n2nc(C(=O)Nc3c(C)cccc3C)nc2n1 returned GAA glycogen mod -6%[76.3 µM].
O=C(C1=C(O)C(=O)N(CC2CCCO2)C1c1ccccc1[N+](=O)[O-])c1ccco1 (stereo not given) was read as GAA glycogen mod -5%.
For NC(=O)Cn1cc(/C=N\NS(=O)(=O)c2cccc([N+](=O)[O-])c2)c2ccccc21 the results were GAA glycogen mod -2%[76.3 µM].
`Cc1cc(=O)[nH]c(SCC(=O)NCc2ccc3c(c2)OCO3)n1` gave GAA glycogen mod 2%.
Cc1c(C(C)(C)O)[nH]c2ccc(C#N)cc12 was read as GAA glycogen mod -10%[76.3 µM].
For O=C(NC(=S)Nc1ccc(Br)cc1)C1CCC1 the results were GAA glycogen mod -7%[76.3 µM].
Screening COc1ccccc1/C=C/c1nc(S(=O)(=O)c2ccccc2)c(N(C)C)o1 returned GAA glycogen mod -11%[76.3 µM].
Screening COc1ccccc1N1CCN(C(=O)c2cccc(C(=O)N3CCN(c4ccccc4OC)CC3)c2)CC1 returned GAA glycogen mod -10%[76.3 µM].
`COc1ccc(NC(=O)Cn2nnc(C(=O)NCCc3ccccc3)c2N)c(OC)c1` gave GAA glycogen mod 3%[76.3 µM].
`N=C1/C(=C/c2ccco2)C(=O)N=C2SC(CC(=O)N3CCCC3)=NN12` gave GAA glycogen mod 0%[76.3 µM].
For O=C(CN(C(=O)c1csnn1)c1cccc(Cl)c1)NCCc1ccccc1 the results were GAA glycogen mod 5%.
O=S(=O)(c1cccs1)N1CCN(Cc2cccc(F)c2)CC1 was read as GAA glycogen mod -9%[76.3 µM].
Screening COc1ccc(S(=O)(=O)Nc2cc3[nH]c(=O)oc3cc2C)cc1 returned GAA glycogen mod -7%.
Screening COc1ccc(NC(=O)CCCc2nnc3n(C(C)C)c(=O)c4sccc4n23)cc1Cl returned GAA glycogen mod -7%[76.3 µM].
O=C(Nc1nc2ccccc2s1)c1cccc(N2C(=O)CCC2=O)c1 was read as GAA glycogen mod -2%[76.3 µM].
COc1ccc(CCNC(=O)CSc2ccc3nnc(CCNC(=O)c4ccccc4)n3n2)cc1OC was read as GAA glycogen mod 3%[76.3 µM].
Cc1ccccc1NC(=O)c1[nH]cnc1C(=O)NN was read as GAA glycogen mod inconclusive.
For Cc1ccc(/C=C2\C(=N)N3N=C(CC(=O)N4CCCCC4)SC3=NC2=O)cc1 the results were GAA glycogen mod 3%[76.3 µM].
Cc1ccccc1-n1ncc2c1CC(C)(C)CC2NC(=O)c1cn[nH]c1C (stereo not given) was read as GAA glycogen mod 0%[76.3 µM].
Screening O=C(/C=C/c1ccc(Cl)c(Cl)c1)N1CCOCC1 returned GAA glycogen mod -1%[76.3 µM].
For CCOc1ccc(NS(=O)(=O)c2ccc3c(c2)CCN3C(C)=O)cc1 the results were GAA glycogen mod -11%.
`COc1ccc(C)cc1S(=O)(=O)NC1CCCCCC1` gave GAA glycogen mod -5%[76.3 µM].
CCOc1cc(NC(=O)C2CC2)c(OCC)cc1NC(=O)c1cccc(F)c1 was read as GAA glycogen mod 4%.
Screening COc1ccc(NC(=O)Cn2nnnc2-c2ccccc2F)c(C)c1 returned GAA glycogen mod -5%[76.3 µM].
`COc1cccc(CNC(=O)[C@@H](C)N2C(=O)N3CCc4c([nH]c5ccc(OC)cc45)C3(C)C2=O)c1` (stereo not given in full) gave GAA glycogen mod 7%[76.3 µM].
Screening CCCN(CCC)CCCNC(=O)Cn1cnc2sc(C)c(S(=O)(=O)N3CCOCC3)c2c1=O returned GAA glycogen mod 3%.
`COc1ccc(C(=O)CSc2nc(C)cc(=O)[nH]2)cc1C` gave GAA glycogen mod 1%.
For COc1ccc(CNC(=O)Cc2c(C)c3c(O)cc(C)cc3oc2=O)cc1 the results were GAA glycogen mod 13%[76.3 µM].
`CCCc1cc(=O)oc2cc(OCC(=O)NCc3ccccn3)ccc12` gave GAA glycogen mod 1%[76.3 µM].
For Cc1ccc(-c2ccc(S(=O)(=O)N3CC(C)OC(C)C3)cc2)cc1 (stereo not given) the results were GAA glycogen mod -4%[76.3 µM].
For O=C1ON=C(c2ccccc2)/C1=C/c1ccccc1 the results were GAA glycogen mod 2%[76.3 µM].
Screening Cc1ccc(/C=C/c2onc(C)c2S(=O)(=O)N2CCC(C(=O)N3CCCCC3)CC2)cc1 returned GAA glycogen mod 3%[76.3 µM].
For COc1ccc(NC(=O)C2C3C=CC4(O3)C2C(=O)N(CCCN2CCCCC2)C4C(=O)NC2CCCC(C)C2C)cc1 (stereo not given) the results were GAA glycogen mod 0%.
For CN1CCN(C(=O)c2ccc3c(c2)N(Cc2ccc(F)cc2)C(=O)c2ccccc2S3=O)CC1 (stereo not given) the results were GAA glycogen mod 6%&-9%[76.3 µM].
Screening Cn1cc[n+](C)c1COc1ccc(C=O)cc1 returned GAA glycogen mod -8%[3.05 µM].
Screening CCc1ncc(CN2CCC(C(=O)Nc3ccc(-n4nc(C)cc4C)cc3)CC2)cn1 returned GAA glycogen mod 0%[76.3 µM].
Screening O=C(CN(C(=O)c1csnn1)c1cccc2ccccc12)NCc1ccccc1 returned GAA glycogen mod 2%.
For CCn1cc(C(=O)NCCCOC(C)C)c(=O)c2cc(S(=O)(=O)N3CCc4ccccc4C3)ccc21 the results were GAA glycogen mod -19%[76.3 µM].
Screening CCOC(=O)c1ccc(NS(=O)(=O)c2ccc3c(c2)NC(=O)CCS3)cc1 returned GAA glycogen mod 3%[76.3 µM].
CCCN1CCn2c3c(c4cc(Br)ccc42)CCCC31 (stereo not given) was read as GAA glycogen mod -10%.
For O=C(CCSCc1cccc(F)c1)NCc1ccc(F)cc1 the results were GAA glycogen mod 7%.
For COC(=O)c1c(NC(=O)c2cccc(OC)c2)sc2c1CCC(C(C)(C)C)C2 (stereo not given) the results were GAA glycogen mod -8%[76.3 µM].
COc1ccc(NC(=O)C(=O)N/N=C\c2ccc(CNC(=O)C(=O)Nc3ccc(C)c(C)c3)o2)c(OC)c1 was read as GAA glycogen mod 3%[76.3 µM].
`Cc1nn(CC(=O)NNC(=O)c2cccc(Br)c2)c(C)c1[N+](=O)[O-]` gave GAA glycogen mod -8%[76.3 µM].
For CC1CCN(C(=O)c2ccccc2NS(=O)(=O)c2ccccc2)CC1 the results were GAA glycogen mod -1%[76.3 µM].
`CSCC(=O)N1CCC(n2nccc2NC(=O)c2ccc3c(c2)OCO3)CC1` gave GAA glycogen mod 1%[76.3 µM].
`Cc1ccc(CC(=O)Nc2nnc(-c3ccc(F)cc3)o2)c(C)c1` gave GAA glycogen mod 4%[76.3 µM].
`CCOc1ccc(NC(=S)N(CCOC)C2CCN(C(C)C)CC2)cc1` gave GAA glycogen mod -13%.
Screening COc1cccc(NC(=O)c2cnc[nH]2)c1 returned GAA glycogen mod 7%.
CCOCc1nnc(NC(=O)COc2ccc3c(c2)OCO3)s1 was read as GAA glycogen mod -8%.
For CCc1ccc(N=C2NC(=O)/C(=C/c3cc(OC)c(O)c(OC)c3)S2)cc1 the results were GAA glycogen mod 2%[76.3 µM].
